TDP2 absorb = TDP2 (human) inhibition, absorbance primary screen | inhibition, % at 12.8 µM | hit rate 0.34% among 370,000 | AID 720702 | O95551 | recombinant TDP2, T5PNP hydrolysis, p-nitrophenol absorbance 415 nm;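 active = inhibition above the mean of all tested compounds plus 3 SD, set per campaign, cut at about 25% in these data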;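 also: 0% = DMSO with enzyme and 100% = buffer with substrate but no TDP2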
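Test system: human TDP2 enzyme; Input: 120 nM TDP2 per well; Buffer or medium: Mg2+-containing Tris-HCl buffer, pH 7.5; Reagent: 5 mM T5PNP; Dosing: 12.8 µM single point, 1% DMSO; Incubation: reaction 2 h, 37 °C; Detection: p-Nitrophenol epi absorbance; Read-out: % inhibition relative to enzyme-containing and enzyme-free wells; Replicates: single well per compound.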
mABHD4 FP = inhibits mouse alpha/beta hydrolase domain 4. inhibition, % at 8.92 µM. Q8VD66. hit rate 0.54% among 370,000. purified mABHD4, FP-Rh probe fluorescence polarization;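 active = inhibition exceeding the mean over every tested compound plus 3 SD, cut at about 30% in these data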;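 also: 0% = plate median of compound wells and 100% = S159A mutant with DMSO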
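System: mouse ABHD4 enzyme, wild type / Medium: HEPES pH 7.0, NaCl, Pluronic buffer / Reagent: FP-Rh activity-based fluorescent probe / Control set: S159A mutant high control, sample median low control / Detection: fluorescence polarization with parallel and perpendicular emission, 525/598 nm / Schedule: 45 min + 60 min at 25 °C / Compound dosing: 8.92 µM, single dose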
TCR-CD3 inh = inhibitors of human TCR-CD3 interaction; hit rate 0.37% among 360,000; inhibition, % at 9.4 µM; TAMRA-labeled TCR probe fluorescence, biochemical; in the data active = inhibition above about 19%;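 also: recombinant mutant TCR 2C K166C tagged with TAMRA read by polarization; 0% = receptor in buffer alone and 100% = receptor with positive control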
LEDGF integ inh = blocks HIV-1 LEDGF/p75-dependent DNA integration. TR-FRET IN-LEDGF/p75 DNA integration, Eu/Cy5. inhibition, % at 3.7 µM. hit rate 0.64% among 370,000. AID 743269;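 active = inhibition above the screen-wide mean plus 3 SD, cut at about 13% in these data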;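 also: signal is the Cy5 over europium emission ratio at 671 and 618 nm; 0% = plate median of compound wells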
GC-B act = GC-B (human) receptor activation | P20594 | HEK293-GC-B cells, CNP EC30, cGMP TR-FRET; 0% at EC30 CNP, 100% saturating CNP | activation, % at 10 µM | hit rate 0.11% among 370,000;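 active = activation at 10 µM reaching about 35% in either raw or pattern-adjusted values, limit read from the data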
rCAG RNA binder = molecules binding r(CAG) RNA repeats. inhibition, % at 3 µM. hit rate 1.3% among 370,000. AID 651821. r(CAG) RNA repeat, TO-PRO-1 dye displacement fluorescence;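 active = inhibition above the plate cutoff, the mean of all test compounds on that plate plus 3 SD, cut at about 35% in these data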;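 also: 0% = DMSO alone and 100% = 100 µM mitoxantrone as full dye displacement; higher means more dye released from RNA so lower well fluorescence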
MBD2 inh = blocks human MBD2 binding to methylated DNA | Q9UBB5 | inhibition, % at 4.4 µM | TR-FRET, MBD2 binding to methylated oligonucleotide | hit rate 0.31% among 370,000; in the data active = inhibition above about 13%
Target sequence (Q9UBB5 whole entry, looked up): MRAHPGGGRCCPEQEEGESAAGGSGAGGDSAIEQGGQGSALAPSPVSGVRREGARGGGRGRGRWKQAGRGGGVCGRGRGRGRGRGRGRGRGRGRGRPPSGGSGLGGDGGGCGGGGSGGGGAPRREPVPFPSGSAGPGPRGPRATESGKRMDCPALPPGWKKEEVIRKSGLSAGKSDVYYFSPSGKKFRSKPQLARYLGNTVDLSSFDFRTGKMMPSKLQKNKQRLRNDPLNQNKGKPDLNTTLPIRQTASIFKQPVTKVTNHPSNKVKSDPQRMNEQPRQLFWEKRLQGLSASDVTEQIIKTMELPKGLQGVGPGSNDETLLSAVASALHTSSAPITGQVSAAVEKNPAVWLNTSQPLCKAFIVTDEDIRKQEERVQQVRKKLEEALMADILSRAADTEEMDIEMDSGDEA
PRMT1 FP inh = inhibitors of human PRMT1 | Q99873 | recombinant PRMT1, activity-based probe fluorescence polarization | inhibition, % at 2.79 µM | hit rate 1.3% among 370,000 | AID 652257;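 active = inhibition above about 21% made by adding two undisclosed values, limit read from the data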
HTRA1 inh = HTRA1 (human) protease inhibition. Q92743. recombinant HTRA1, FP-rhodamine activity-based probe, fluorescence polarization. inhibition, % at 5.96 µM. hit rate 0.5% among 340,000; in the data active = inhibition above about 36%;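 also: 0% = enzyme with DMSO and 100% = wells lacking enzyme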
Target sequence (Q92743 whole entry, looked up): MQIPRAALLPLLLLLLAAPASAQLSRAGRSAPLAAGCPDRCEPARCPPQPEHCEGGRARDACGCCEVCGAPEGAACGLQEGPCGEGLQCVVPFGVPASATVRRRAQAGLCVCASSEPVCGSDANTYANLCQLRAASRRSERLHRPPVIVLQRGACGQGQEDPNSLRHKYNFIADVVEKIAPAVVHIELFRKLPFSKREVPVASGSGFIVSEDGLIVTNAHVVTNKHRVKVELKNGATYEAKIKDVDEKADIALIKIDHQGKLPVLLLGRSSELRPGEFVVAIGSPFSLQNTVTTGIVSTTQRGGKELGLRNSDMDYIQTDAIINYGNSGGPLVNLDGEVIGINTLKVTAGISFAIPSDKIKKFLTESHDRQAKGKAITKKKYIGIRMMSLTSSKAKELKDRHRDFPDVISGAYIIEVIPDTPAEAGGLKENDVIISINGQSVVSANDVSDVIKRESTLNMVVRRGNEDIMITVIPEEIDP
SIAE inh = inhibitors of human sialic acid acetylesterase SIAE | Q9HAT2 | SIAE FP-Rh probe binding, fluorescence polarization | inhibition, % at 9.66 µM | hit rate 0.69% among 370,000 | AID 1053197;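 active = inhibition above a cutoff: mean of compounds within the control limits plus 3 SD of those, cut at about 17% in these data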;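 also: 0% = plate median of compound wells and 100% = probe without SIAE protein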
Numbers without * were called inactive; . = not tested or not shown. An excerpt; the hit share may differ from the screen's.

SMILES,TDP2 absorb,TCR-CD3 inh,mABHD4 FP,rCAG RNA binder,SIAE inh,HTRA1 inh,MBD2 inh,PRMT1 FP inh,GC-B act,LEDGF integ inh
Cc1ccc(S(=O)(=O)NC2(C(F)(F)F)NC(=O)N(Cc3ccccc3)C2=O)cc1 (centres undefined),-4,7,5,3,-1,6,-1,-1,-3,1
CCO[C@H]1OC(C(=O)N2CCN(C)CC2)=C[C@@H](c2ccc(Br)cc2)[C@@H]1CCCO,-16,0,2,-7,-5,-3,-4,-2,6,-1
CCC(=O)c1ccccc1OCCN1C(=O)NC(C)(C)C1=O,-17,10,-3,-4,4,-5,-2,-1,-4,-1
O=C(CSc1nnc2ccc(-c3cccnc3)nn12)Nc1ccccc1,2,1,-3,4,-10,3,1,1,1,-1
O=C(COc1cccc([N+](=O)[O-])c1)NN1C(=O)c2ccccc2C1=O,-4,5,2,1,-7,4,-1,2,1,-4
CCc1nc2ccc(C(=O)NCCNC(C)=O)cn2c1N(C)Cc1ccc(OC)cc1,-7,0,2,0,-2,.,5,2,4,-2
CCCc1ccc(C(=O)NNc2ccccc2F)cc1,-9,8,-4,-1,2,-3,1,2,4,-1
Cc1cc(C(=O)CSc2nc3ccc(Cl)cc3[nH]2)c(C)n1Cc1ccco1,13,12,-2,15,2,-43,4,0,-3,0
O=C(NC1CCCCN(Cc2cccc(Cl)c2)C1=O)c1c(F)cccc1F (centres undefined),-2,.,4,3,8,.,0,0,8,-4
CC1CCN(S(=O)(=O)c2ccc(NC(=O)CSc3ncccc3C(=O)O)cc2)CC1,1,10,-5,26,0,2,-3,-3,-1,2
FC(F)Oc1ccc(-c2csc(NNC3=NCCCCC3)n2)cc1,0,4,19,11,7,12,-2,38*,-3,7
O=Cc1cc(Cl)ccc1OCCN1CCC(Cc2ccccc2)CC1,13,8,14,-5,2,-23,-2,0,2,5
Cc1cccc(NC(=O)c2ccc(S(=O)(=O)N3CCC(C)CC3)cc2)n1,-2,0,-1,-8,-6,-3,2,1,6,-3
Cc1cc(C)n(-c2ccc(Cl)c(C(=O)NCc3ccccc3)n2)n1,-1,8,-3,-3,-4,2,-4,1,4,3
COc1cc(C(=O)NC2CCCC(C)C2C)ccc1OCC(=O)N1CCOCC1 (centres undefined),-4,8,1,-3,-3,-11,1,2,4,4
C[C@H](NC(=O)N1CCn2c1nc1ccccc12)C(=O)NCC1CCCO1 (some centres undefined),-11,11,-1,-4,1,-5,-8,-1,6,-7
CC(C)(C)OC(=O)N1CCN(C(=O)[C@H](Cc2ccc(O)cc2)n2cc(CCO)nn2)CC1,-4,-6,10,-6,1,1,1,-2,9,1
Cc1cc(C)c(OCC(=O)Nc2ccccn2)c([N+](=O)[O-])c1,-1,4,0,-1,-5,-5,1,1,2,2
Cc1ccc(N=Nc2c(C)[nH]n(-c3ccccc3)c2=O)c(C)c1,-5,2,-1,0,-3,1,-3,-4,7,0
Cn1c(O)c(/C=C2\C=NN=C2c2ccccc2)sc1=S,-13,5,3,11,-2,-10,-2,0,2,-1

Record cards, as listed above. Order of screens: TDP2 absorb, TCR-CD3 inh, mABHD4 FP, rCAG RNA binder, SIAE inh, HTRA1 inh, MBD2 inh, PRMT1 FP inh, GC-B act, LEDGF integ inh
CC(C)(C)OC(=O)N1CCN(C(=O)[C@H](Cc2ccc(O)cc2)n2cc(CCO)nn2)CC1 as listed: -4, -6, 10, -6, 1, 1, 1, -2, 9, 1
Cc1ccc(S(=O)(=O)NC2(C(F)(F)F)NC(=O)N(Cc3ccccc3)C2=O)cc1 (centres undefined) as listed: -4, 7, 5, 3, -1, 6, -1, -1, -3, 1

New compounds follow
SMILES,TDP2 absorb,TCR-CD3 inh,mABHD4 FP,rCAG RNA binder,SIAE inh,HTRA1 inh,MBD2 inh,PRMT1 FP inh,GC-B act,LEDGF integ inh
CNCC(O)C(O)C(O)C(O)CO (centres undefined),-3,-1,-5,2,1,0,5,-3,-9,5
COc1cccc(CNC(=O)CCC2CCCN(C(=O)c3cccc4c(C)c(C)[nH]c34)C2)c1 (centres undefined),-11,-6,1,-4,-5,-6,0,-1,4,2
Cc1cc(N2CCN(C(=O)c3ccco3)CC2)n2ncc(-c3ccccc3)c2n1,-5,-2,-2,-5,1,-14,-7,3,-8,4
CCn1c(=O)c(=O)[nH]c2cc(C(=O)NC(C)c3ccc(S(N)(=O)=O)cc3)ccc21 (centres undefined),8,-23,-24,7,-23,-5,2,5,3,-2
CC1CC(C)CN(C(=O)C2CCN(S(=O)(=O)c3c(Cl)cccc3Cl)CC2)C1 (centres undefined),-10,-2,1,-9,-4,-1,4,6,-4,0
C=CCSc1[nH]c(=O)cc(C)c1C(N)=O,13,6,6,-4,7,4,-4,0,6,-4
COC(=O)C1CN(S(=O)(=O)c2ccccc2)CCN1S(=O)(=O)c1ccccc1 (centres undefined),6,-5,3,-4,-7,-8,-2,6,1,3
Nn1c(SCC(=O)N2c3ccccc3Sc3ccc(Cl)cc32)nnc1-c1cc(-c2ccc(F)cc2)n[nH]1,-13,.,-49,19,-87,.,0,9,-6,6
CC1(C(=O)N2CC3(CC(c4cccc(NC(=O)COc5ccc(Cl)cc5)c4)=NO3)C[C@@H]2C(N)=O)CC1 (some centres undefined),-9,2,-6,-1,-2,-6,1,0,3,-1
COc1ccc(-c2cc3n(n2)CCc2nc4ccccc4n2-3)cc1,-6,12,-8,-3,-4,-9,-6,-2,-8,0
Cc1oc2ccc(O)cc2c1C(=O)c1ccc(Cl)cc1,10,-2,-9,2,-5,-17,1,-1,-13,-1
O=C(O)c1ccc(COc2ccc3ccccc3c2/C=C2/NC(=O)N(Cc3ccc(F)cc3)C2=O)cc1,10,1,-17,25,-23,-64,1,-3,-6,0
c1ccc(N2CCN(c3ncnc4c3oc3ccccc34)CC2)cc1,-4,5,3,0,0,-1,1,1,-5,0
CN(Cc1ccno1)Cc1cn(Cc2ccccc2)nc1-c1ccc2c(c1)OCO2,8,5,-4,-8,9,-9,-1,-2,-2,3
Cn1cc([N+](=O)[O-])c(C(=O)NC2CCCCCC2)n1,4,-3,4,0,-3,8,3,1,4,-1
Cc1onc(C(=O)NCc2cccs2)c1[N+](=O)[O-],-7,-3,5,-2,0,8,1,1,6,-6
O=C(Cc1c(F)cccc1Cl)Nc1cccnc1,7,-2,-2,-2,-1,-2,1,2,-3,10
COc1ccc(CNC(=O)[C@H](Cc2c[nH]c3ccccc23)NC(=O)[C@@H]2Cc3ccccc3CN2)cc1,6,-4,3,6,8,-9,2,-6,-2,-3
Nc1c(-c2ccc(Cl)cc2)cnc2c(-c3ccc(F)cc3)cnn12,-5,4,-4,4,5,-2,-3,-9,-12,1
COc1ccccc1NS(=O)(=O)c1cc2c3c(c1)CC(=O)N3CCC2,12,-1,-6,6,-1,2,0,2,-1,-5
O=C(N/N=C/c1ccc(OC(=O)c2ccc([N+](=O)[O-])cc2)cc1)c1cccnc1,17,10,0,0,-1,-2,-1,-1,3,0
CCC(/C=N/Nc1ccc(S(=O)(=O)N2CCCC2)cc1[N+](=O)[O-])CC,-2,12,0,-3,-2,-2,-6,-3,-5,2
CC(=O)N1CCN(c2ccc(NC(=O)c3ccc4c(c3)OCCO4)cc2)CC1,-1,0,-1,-6,4,-1,-6,2,4,-4
COc1ccc(C(=O)Oc2ccc(/C=N/NC(=O)Cc3ccc([N+](=O)[O-])cc3)cc2)cc1,5,-2,7,0,7,1,-3,0,-6,2
Cc1ccc(S(=O)(=O)/N=C/N(C)C)cc1,11,-3,-7,1,0,9,1,-1,3,0
O=Cc1cn(-c2ccccc2)nc1-c1cc2ccccc2oc1=O,2,-3,0,0,1,-11,6,0,-4,2
Cc1nc([N+](=O)[O-])c(Sc2nc3ccccc3n2C)n1Cc1ccccc1,-1,-1,3,-1,-4,9,0,5,0,2
OC[C@H](O)[C@H](O)[C@@H](O)[C@@H](O)[C@@H]1SC(c2ccccc2)=NN1c1ccccc1,-9,2,-2,-2,1,.,-2,1,7,-2
COc1ccc(C)cc1NC(=O)CN1CCN(S(=O)(=O)c2ccc(Cl)cc2)CC1,-1,-7,1,0,3,2,0,0,-2,-2
CCCCOc1ccc(C(=O)N/N=C/c2cn[nH]c2-c2ccc(OC)c(OC)c2)cc1,4,-3,-46,6,-40,-40,3,-2,-2,0
CC(C)CC(=O)N(c1nnc(-c2cccnc2)s1)C1CCCC1,-1,-2,-1,-8,1,-7,-3,-4,3,-5
C/C(Cn1cnc([N+](=O)[O-])n1)=N\NC(=O)c1ccccc1F,0,5,6,-2,-7,4,1,2,4,-3
CC1CC(C)CN(CCCNC(=O)c2ccc3c(c2)NC(=O)C(N2CCCCC2)S3)C1 (centres undefined),1,-8,-4,-2,-2,-8,-3,-4,4,2
CCn1c(SCC(=O)Nc2nc3ccccc3s2)nc2c(c1=O)SC(C)C2 (centres undefined),-6,6,-9,5,1,.,-2,0,-7,2
CC1CCN(C(=O)COC(=O)c2ccc(=O)n(Cc3ccccc3)n2)CC1,-24,0,-6,-4,-4,-3,1,1,0,-4
CCCc1ccc(NC(=O)C2CCN(c3cnccn3)CC2)cc1,4,3,-3,-5,-2,4,2,-3,1,-1
Nc1nnc(SCC(=O)NCCNC(=O)CSc2nnc(N)s2)s1,6,-5,-3,1,0,1,-3,4,9,0
C[C@]12CCC(=O)C=C1[C@H](O)C[C@@H]1[C@@H]2[C@@H](O)C[C@@]2(C)[C@H]1CC[C@]2(O)C(=O)CO,7,10,5,3,-4,-3,-6,2,0,2
COc1cc([N+](=O)[O-])cc([N+](=O)[O-])c1NC(=O)N1CCOCC1,6,-1,6,4,7,-8,-3,6,-5,-4
CN(C)c1ccc(C(=S)N2CCOCC2)cc1Br,-2,5,5,-5,-4,1,-3,-3,0,0
O=c1[nH]cccc1-c1nc2ccccc2n1Cc1ccc(F)cc1,-7,4,6,-2,-1,0,3,0,-1,-1
COc1ccccc1S(=O)(=O)Cc1ccc(C(=O)NC2CCCCC2)o1,-3,-3,-2,-4,3,-2,0,-1,4,-1
O=C(CN1C(=O)COc2ccccc21)NCCCN1CCN(c2ccccc2F)CC1,6,11,-7,-7,7,5,1,-2,-2,2
CC(=O)Nc1ccc(N2Cc3ccccc3C2)cc1,0,5,8,6,7,8,-2,0,-2,0
CCCCN1C(=O)C(CC(=O)NCc2cccc3ccccc23)CC(C(=O)N(C(C)C)C(C)C)=C1C (centres undefined),-7,1,11,2,1,.,-1,-1,4,-3
N#Cc1ccccc1Cn1cc(C#N)c2ccccc21,6,-7,-4,1,3,-13,0,1,-16,2
Clc1ccc(Nc2ncn[nH]2)c(Cl)c1,3,6,7,-2,4,-6,-8,-1,4,4
CCOc1ccc(/C(O)=C2/C(=O)C(=O)N(CCOCCO)C2c2ccc(F)cc2)cc1 (centres undefined),8,5,0,4,-2,4,1,-2,-1,1
CCNC(=O)n1nccc1C(C)Oc1ccc(Cl)cc1 (centres undefined),6,1,-2,-2,3,11,3,-2,0,-1

Screening data as filed in PubChem BioAssay.
